Bioassay records (PubChem BioAssay)
NPY-Y2 PAM-ag = human NPY-Y2 potentiation or agonism, primary screen; activation, % at 3.6 µM; 0.45% of 220,000 active; P49146; cells expressing NPY-Y2, potentiator/agonist read-out; in the data active = activation above about 27%;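 note: cells stimulated with NPY near EC25 plus isoproterenol at EC100; 0% = vehicle plus submaximal agonist and 100% = vehicle plus saturating agonist; some results beyond the cut were filed as inactive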
RBBP9 inhibitor = human RBBP9 hydrolase inhibition; O75884; AID 1515; recombinant RBBP9, FP-Rh probe fluorescence polarization; inhibition, % at 7.94 µM; 0.2% of 220,000 active;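 active = inhibition above the campaign mean of all tested compounds plus 3 SD, cut at about 14% in these data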;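 note: plate controls were DMSO wells with RBBP9 for no effect and wells lacking RBBP9 protein for full effect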
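Test system: recombinant human RBBP9. Quantity: 2.5 µM RBBP9 dispensing solution, before mixing. Detection: FP readout at 525/598 nm. Reagent: Serine-hydrolase probe FP-Rh, 375 nM pre-mixing. Measure: % inhibition. Control set: DMSO-treated enzyme wells and wells lacking RBBP9. Buffer or medium: Tris-NaCl-Pluronic buffer, pH 8.0. Times: preincubation 30 min plus labeling 45 min at 25 °C.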
Mdm2 ligase inh = inhibitors of human Mdm2 E3 ubiquitin ligase; Q00987; cell-based MDM2 ubiquitination luciferase reporter, 2 h; 0 = plate control, 100 = twice control, blank-subtracted; signal enhancement, % at 5 µM; 0.11% of 210,000 active; AID 1230;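 active = signal enhancement of 30% or more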;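 note: luminescence tracks abundance of the self-degrading MDM2-luciferase fusion protein; higher signal means inhibition of MDM2 E3 ligase activity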
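Assay system: stable mammalian line carrying autodegrading MDM2–luciferase fusion reporter; amount: 2000 cells seeded into each well; buffer or medium: DMEM; benchmarks: plate control and blank wells; signal: luciferase luminescence; timing: 2 h compound exposure at 37 °C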
Runt-SMMHC FRET = blocks binding of human RUNX1 Runt domain to CBFb-SMMHC. Q01196+Q13951. inhibition, % at 20 µM. 0.74% of 220,000 active. AID 1434. Cerulean-Runt/Venus-CBFb-SMMHC FRET ratio 530/480, 1 h;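 active = mean inhibition across duplicate retests at 20 µM reaching about 50%, limit read from the data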;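 note: 0% = DMSO wells and 100% = wells with excess untagged CBFb-SMMHC; inhibitors lower the FRET ratio by blocking Runt binding to CBFb-SMMHC; some results filed as inactive read as strong as hits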
Hck Nef HTS = blocks Nef-activated human Hck kinase; P08631; Recombinant Hck-YEEI plus Nef, Z-Lyte FRET kinase assay; inhibition, % at 20 µM; 0.68% of 220,000 active; AID 463187;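 active = Hck-Nef kinase inhibition above about 50%, limit read from the data; inactive = inhibition below that limit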;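 note: 0% = DMSO with Hck plus Nef and 100% = Hck alone without Nef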
Target sequence (P08631 whole entry, looked up): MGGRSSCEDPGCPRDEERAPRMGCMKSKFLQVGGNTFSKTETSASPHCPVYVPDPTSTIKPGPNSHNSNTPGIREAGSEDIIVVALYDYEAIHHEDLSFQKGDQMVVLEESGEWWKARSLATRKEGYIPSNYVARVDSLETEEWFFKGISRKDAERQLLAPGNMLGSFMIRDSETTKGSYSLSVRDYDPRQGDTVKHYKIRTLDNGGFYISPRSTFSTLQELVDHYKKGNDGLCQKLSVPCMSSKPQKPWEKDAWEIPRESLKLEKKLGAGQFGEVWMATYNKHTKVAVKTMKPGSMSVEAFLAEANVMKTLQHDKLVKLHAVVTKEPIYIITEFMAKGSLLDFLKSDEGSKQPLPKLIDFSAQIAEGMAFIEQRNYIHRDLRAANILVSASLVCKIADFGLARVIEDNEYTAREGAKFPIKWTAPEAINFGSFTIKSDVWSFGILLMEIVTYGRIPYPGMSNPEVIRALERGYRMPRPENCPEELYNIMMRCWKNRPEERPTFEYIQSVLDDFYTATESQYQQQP
NPY1 pot ag = human NPY-Y1 potentiation or agonism, primary screen | P25929 | activation, % at 3.6 µM | NPY-Y1 expressing cells, potentiator/agonist activation | 0.37% of 220,000 active; in the data active = activation above about 33%, passing the limit was not always enough;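 note: cells stimulated with NPY at EC10 then isoproterenol at EC100; 0% = low agonist plus stimulus and 100% = saturating agonist plus stimulus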
Target sequence (P25929 whole entry, looked up): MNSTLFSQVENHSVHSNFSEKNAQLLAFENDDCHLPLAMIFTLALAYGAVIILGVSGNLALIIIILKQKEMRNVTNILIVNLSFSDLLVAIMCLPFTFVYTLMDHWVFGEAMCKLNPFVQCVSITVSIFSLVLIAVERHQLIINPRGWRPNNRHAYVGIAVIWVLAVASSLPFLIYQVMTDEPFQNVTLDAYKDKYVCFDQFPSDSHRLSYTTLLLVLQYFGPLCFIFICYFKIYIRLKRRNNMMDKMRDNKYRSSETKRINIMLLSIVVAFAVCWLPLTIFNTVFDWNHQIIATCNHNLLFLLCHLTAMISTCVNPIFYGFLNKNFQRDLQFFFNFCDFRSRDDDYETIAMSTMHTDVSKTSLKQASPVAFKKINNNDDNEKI
NPY Y1 blocker = blocks the human neuropeptide Y Y1 receptor; inhibition, % at 3.6 µM; P25929; 1% of 200,000 active; HEK293-CNG Y1 cells, membrane potential fluorescence; NPY at EC95, then isoproterenol; AID 1040;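 active = inhibition above the campaign mean inhibition of all tested compounds plus 3 SD, cut at about 20% in these data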;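 note: 0% = DMSO wells given NPY plus isoproterenol and 100% = isoproterenol alone without NPY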
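Assay system: HEK293 cells with Y1 receptor plus CNG channel | Probe or stimulus: NPY (25 nM), isoproterenol (1 µM), Ro 20-1724 (25 µM) | Timing: Compound incubation 1 h at room temperature, readout 45 min post-stimulation | Measured by: Membrane-potential fluorescent dye readout | Benchmarks: High control isoproterenol alone, low control NPY with isoproterenol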
Runt-CBFb FRET = blocks binding of human RUNX1 Runt domain to CBFb; Q01196+Q13951; Cerulean-Runt/Venus-CBFb FRET ratio 530/480, 1 h; inhibition, % at 20 µM; 0.46% of 220,000 active; AID 1496;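 active = inhibition over about 50% at 20 µM in the single-dose screen, limit read from the data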;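 note: 0% = DMSO wells and 100% = excess unlabeled CBFb competitor control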
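System: Cerulean-labeled Runt domain protein | Quantity: 100 nM of each labeled protein | Schedule: 1 h compound exposure, room temperature | Detection: Fluorescence energy transfer, 422 nm excitation, 530/480 nm emission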
p97 ATPase inh = blocks human p97 ATPase activity | P55072 | recombinant p97 ATPase, Kinase-Glo ATP luminescence, 3 h | inhibition, % at 8 µM | 0.42% of 220,000 active; in the data active = inhibition above about 15%;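 note: 0% = DMSO vehicle and 100% = wells lacking enzyme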
* hit, by the source's call; . = not tested or not shown.

Preview (5 entries):
SMILES	NPY-Y2 PAM-ag	RBBP9 inhibitor	Mdm2 ligase inh	Runt-SMMHC FRET	Hck Nef HTS	NPY1 pot ag	NPY Y1 blocker	Runt-CBFb FRET	p97 ATPase inh
O=C(O)c1cc(O)ccc1N=Nc1ccccc1	5	-9	.	-3	24	11	.	-1	8
COc1cccc(C2NC(=O)NC(O)(C(F)(F)F)C2C(=O)c2cccnc2)c1OC (stereo unspecified)	18	-11	-11	6	-5	1	-3	-2	1
COc1ccc(OC(C)C(=O)NCc2cccnc2)cc1 (stereo unspecified)	-1	-10	-6	3	-1	7	5	2	5
COC(=O)c1nc(-c2ccccc2)n[nH]1	-5	0	.	1	-2	-19	-4	-1	-2
COc1ccc(-c2noc(CCC(=O)NCc3cc(Br)ccc3OC)n2)cc1	3	-2	-6	3	2	-32	2	-2	-3

The listing, from the first entry:
SMILES	NPY-Y2 PAM-ag	RBBP9 inhibitor	Mdm2 ligase inh	Runt-SMMHC FRET	Hck Nef HTS	NPY1 pot ag	NPY Y1 blocker	Runt-CBFb FRET	p97 ATPase inh
O=C(O)c1cc(O)ccc1N=Nc1ccccc1	5	-9	.	-3	24	11	.	-1	8
COc1cccc(C2NC(=O)NC(O)(C(F)(F)F)C2C(=O)c2cccnc2)c1OC (stereo unspecified)	18	-11	-11	6	-5	1	-3	-2	1
COc1ccc(OC(C)C(=O)NCc2cccnc2)cc1 (stereo unspecified)	-1	-10	-6	3	-1	7	5	2	5
COC(=O)c1nc(-c2ccccc2)n[nH]1	-5	0	.	1	-2	-19	-4	-1	-2
COc1ccc(-c2noc(CCC(=O)NCc3cc(Br)ccc3OC)n2)cc1	3	-2	-6	3	2	-32	2	-2	-3
CC1(C)C(=O)OC(c2cccc([N+](=O)[O-])c2)C2(CCCCC2)C1=O (stereo unspecified)	-2	-6	2	-6	-18	-3	0	3	4
COc1ccc(C(=O)N2CC(=O)N(CCc3ccccc3)C(=O)C2)cc1OC	-12	-6	-13	2	0	-16	8	0	-2
CC1CC(=O)c2cnc(N3CCOCC3)nc2C1 (stereo unspecified)	2	1	-8	-6	0	10	-3	-4	-1
O=C(O)CCCCCN1C(=O)C(O)=C(C(=O)/C=C/c2ccccc2)C1c1ccc2c(c1)OCO2 (stereo unspecified)	18	0	-7	0	19	28	5	3	2
CC(=O)c1ccc(Nc2nc(NCCO)nc(OC(C(F)(F)F)C(F)(F)F)n2)cc1	-5	-10	-4	-9	7	-9	7	-3	-2
Cc1nc(NCCN)c(C#N)c2c1COC(C)(C)C2	9	-3	-23	-1	-3	16	-1	2	4
CCN1CCCC1CNC(=O)CSc1cc(=O)n(C)c2cc(Cl)ccc12 (stereo unspecified)	-3	-4	-5	2	2	-2	-4	1	0
C=CCNC(=S)/C(=C(/[O-])c1ccc([N+](=O)[O-])cc1)[n+]1ccccc1	7	4	6	0	24	15	-1	4	2
O=[N+]([O-])c1ccc(N2CCN(S(=O)(=O)c3ccc4ccccc4c3)CC2)cc1NCc1ccco1	-2	5	4	-6	0	18	1	-3	4
CCCCOC(=O)CSC(=S)N(C)Cc1cccs1	4	-3	-5	-5	1	6	4	1	0
COc1ccc(C(=O)O)cc1S(=O)(=O)N(C)CCc1cccnc1	-4	-5	-55	-5	-1	9	1	0	4
NC(=S)NNc1ccc(Cl)c(Cl)c1	2	-1	-6	8	-5	3	.	37	-2
COc1ccc(Cc2nnc(NC(=O)c3ccco3)s2)cc1OC	7	2	-8	-1	4	-16	1	-3	4
Cc1ccnc2nc(C(=O)OCC(=O)NC(=O)NCc3ccco3)nn12	1	-6	-9	-1	-14	-2	5	0	0
Cc1cc(C)cc(OCc2ccc(C(=O)NN)o2)c1	-16	-18	-9	-1	3	-5	.	-1	-2
O=C(Nc1ccnc(-c2ccncc2)n1)c1ccc(F)cc1	-1	-3	-7	2	24	1	6	1	0
CC(=O)c1cccc(S(=O)(=O)NCCC(=O)O)c1	-1	-1	-19	1	2	-1	4	1	4
CCOC(=O)C1=C(O)/C(=C/c2cn(CC(=O)N3CCCC3)c3ccccc23)SC1=Nc1ccccc1	2	-9	0	83*	10	-16	-3	21	5
O=C(COc1ccc([N+](=O)[O-])cc1)Nc1ccncc1	-9	-9	-11	0	-8	-15	-3	1	-2
CCOC(=O)c1cn(-c2ccccc2CO)c2c(F)c(F)c(F)cc2c1=O	1	-10	-23	-6	-1	4	3	-2	6
CC(C)NC(=O)/C(C#N)=C/c1cccc(NC(=O)c2ccccc2Cl)c1	10	-9	-1	8	1	-10	1	0	-4
O=C(c1cc2c(s1)-c1ccccc1S(=O)(=O)C2)N1CCN(Cc2ccccc2)CC1	-11	0	-16	-2	1	-6	-4	-1	-10
Cc1c(NC(=O)/C(C#N)=C/c2ccc(-c3cc(Cl)ccc3Cl)o2)c(=O)n(-c2ccccc2)n1C	-11	-3	-16	-11	3	-21	-2	-11	-2
CCC(=O)c1ccc(CCCCCC(=O)O)s1	0	-11	-7	-3	4	11	7	0	5
CNC(=O)NC(=O)CSc1nnc(-c2ccc(F)cc2)n1CC1CCCO1 (stereo unspecified)	14	-2	4	1	7	-2	-1	-2	3
O=C(NC(=S)Nc1ccccc1N1CCOCC1)c1cccs1	-2	-4	-11	1	3	-21	1	4	6
Cc1ccc(Oc2ccc3c(c2)C(=O)N(c2ccc(S(=O)(=O)Nc4nccs4)cc2)C3=O)cc1	2	7	-6	-28	0	16	-2	-13	-7
CCCCC(=O)Nc1ccc(C(=O)N2CCN(c3ccccc3OC)CC2)cc1	-4	-4	4	-1	0	-7	-2	-3	-9
CN(c1ccccc1)S(=O)(=O)c1cccc(NC(=O)c2cc(=O)c3ccccc3o2)c1	-9	-10	-8	4	-4	-25	-2	1	-2
O=C(Cc1ccccc1)NCc1n[nH]c(=S)n1-c1ccccc1	1	-2	-1	9	12	-1	-5	1	2
COC(=O)c1ccc(N2Cc3ccccc3/C2=N\C(=O)Nc2ccccc2)cc1	7	-5	-1	-2	0	-13	-1	-2	4
O=c1c(-c2nn[nH]n2)coc2ccc(Cl)cc12	-4	0	-2	-2	21	-11	8	0	3
N#Cc1ccc(OCC(O)CS(=O)(=O)c2ccccc2)cc1 (stereo unspecified)	1	2	4	0	3	1	2	1	3
COc1ccc(-c2nc3n(c2Br)CCC3)cc1	-3	5	-16	-2	8	6	-5	-2	4
O/N=C1/CCc2cccc3cccc1c23	-1	-1	-1	-2	4	-30	-4	-2	3
CC(C)[C@H](NC(=O)NCCc1ccc(F)cc1)C(=O)O	-11	-7	3	-2	2	-7	1	-2	5
Brc1cccc(/C=N/Nc2nc(N3CCCCC3)nc(N3CCCCC3)n2)c1	1	-4	-13	.	18	-6	-3	.	8
CN(C)C(CNS(=O)(=O)c1ccc(F)cc1)c1cccnc1 (stereo unspecified)	-5	-2	-15	1	2	0	11	-2	6
Cc1cc(N)n2nc(C)c(-c3ccc(Cl)cc3)c2n1	16	-2	0	-5	18	21	1	-3	5
Cc1ccc2nc(Cl)c(CN(C(=O)c3cnccn3)C3CCCCC3)cc2c1	-11	-2	-7	3	3	5	-2	-2	2
O=C(O)CSc1cccc2cccc(C(=O)O)c12	-5	-5	-8	1	-8	1	-1	-1	-5
Fc1ccc(NC(=S)NCCN2CCOCC2)c(F)c1F	6	-1	-10	-2	-10	-1	5	0	2
Cc1ccc(C)c(NC(=S)NCc2ccc3[nH]c4c(c3c2)CCCC4)c1	8	0	.	-1	-2	-14	6	0	2
Cc1nnc(SCC(=O)Nc2cccc(C(F)(F)F)c2)[nH]c1=O	-9	-1	10	-2	-1	-25	2	0	4
COc1ccc2c(n1)Sc1nc3ccccc3nc1N2	11	-2	-19	-305	-1	19	.	-86	1
CCOC(=O)CCc1c(C)c2ccc(OCC)c(C)c2oc1=O	-11	-5	2	1	-5	-16	33*	0	0
CCCCN(C)C(=O)c1cn(C)c2ccc(S(=O)(=O)N(C)C)cc2c1=O	-1	-7	-24	0	12	11	1	.	-7
O=C(NC(=S)Nc1ccccc1)c1cc(-c2ccccc2)nc2ccccc12	-82	-21	-26	0	1	-61	12	2	4
COc1ccccc1-c1cc(C(F)(F)F)nc(N2CCOCC2)n1	7	-8	-16	-1	3	-40	4	3	5
C/C(CC(=O)Nc1ccc(Cl)c(C(F)(F)F)c1)=N\NC(N)=S	1	-10	2	3	31	9	-9	4	-1
Cc1cc(C)cc(NC(=O)N2CCCCCCC2)c1	1	-1	-6	2	-3	-8	3	-1	-4
NC1=NC(=O)CC(C(=O)NCc2ccccc2)S1 (stereo unspecified)	-18	14*	0	-2	-1	-5	-2	1	-4
O=C(NCCc1c[nH]c2ccccc12)/C(=C/c1ccco1)NC(=O)c1ccco1	-22	1	-23	1	-17	-10	6	4	-2
O=C(Nc1ccccc1)C1=C[C@H](c2coc3ccccc3c2=O)C[C@H](OCCCCO)O1	-7	4	.	-1	9	-13	-1	-4	-1
COc1ccc(Oc2cc(C)nc(Cl)n2)nn1	-10	-10	-10	-6	0	7	0	2	3
The listing continues:
SMILES	NPY-Y2 PAM-ag	RBBP9 inhibitor	Mdm2 ligase inh	Runt-SMMHC FRET	Hck Nef HTS	NPY1 pot ag	NPY Y1 blocker	Runt-CBFb FRET	p97 ATPase inh
COc1ccc(O)c(CNc2ccccc2F)c1	5	-3	-5	0	16	6	-7	-1	-2
CC(=O)Oc1ccc(N2C(=O)C3C4C=CC(C5CC45)C3C2=O)cc1[N+](=O)[O-] (stereo unspecified)	-6	-6	10	2	4	-9	-4	28	6
Cc1ccc(OCCSc2ncnc3sc(C)c(C)c23)cc1C	-4	-8	-38	-4	-1	-11	3	-3	-1
COc1ccc(CNc2nc(S(=O)(=O)c3ccccc3)c(Cl)s2)cc1OC	10	6	.	3	4	-56	9	0	4
O=[N+]([O-])c1cn(-c2nc(-c3ccco3)cc(C(F)(F)F)n2)cn1	0	10	-19	-6	2	5	2	2	2
Cc1cn(C(=O)C(C)N2C(=O)c3ccccc3C2=O)c(C)n1 (stereo unspecified)	-4	-4	-18	-3	0	7	1	0	-5
Cc1cccc(-c2noc(Cc3ccc(Cl)cc3)n2)c1	-5	-3	-5	-2	-1	1	4	-1	3
O=C(CNC1=NCCC1)c1ccc2c(c1)OCCO2	1	-9	-8	-7	-1	13	-2	-2	-5
